Compound activity from PubChem.
Rpn11 block: Rpn11 (PSMD14) deubiquitinase inhibitors, primary screen, biochemical, fluorescence polarization, uHTS | hit rate 0.59% among 360,000 | 26S proteasome non-ATPase regulatory subunit 14 (Homo sapiens), O00487 | AID 588493, 2011 | calls only at 20 µM | human 26S proteasome, Ub4-pepOG fluorescence polarization; 20S core pre-blocked with epoxomicin;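 active = inhibition at 20 µM, scaled to each plate's controls, above about 33%, limit read from the data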
MT1-MMP act inh: blockers of MT1-MMP proenzyme processing, primary screen, HT1080 RFP-PRO-GFP cells, GFP/RFP fluorescence; GFP/RFP ratio change, % at 20 µM; Matrix metalloproteinase-14 (Homo sapiens), P50281; GFP/RFP ratio fluorescence, overnight; percent of plate control window, DMSO zero; hit rate 0.061% among 360,000;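 active = GFP/RFP ratio change of at least 30% with cell ATP level not reduced by more than half and red fluorescence within 50% of control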; also: strong numbers were not always called active
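Assay system – RFP-PRO-GFP reporter HT1080 cells · Compound dosing – single dose of 20 µM compound, 1% DMSO final · Incubation – overnight compound exposure at 37 °C · Measure – GFP/RFP fluorescence ratio · Benchmarks – DMSO wells and RFP-L50D-GFP cells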
bovine MsrA act: bovine MsrA enzyme activators, primary screen, biochemical, absorbance, HTS; activation, % at 10.6 µM; Methionine sulfoxide reductase A (Bos taurus); hit rate 0.3% among 360,000; AID 602163, 2012; purified bovine MsrA, absorbance read-out; in the data active = activation above about 7.5%;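 also: 0% = vehicle and 100% = reference activator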
MsrA inh: bovine MsrA enzyme inhibitors, primary screen, biochemical, absorbance, HTS. Methionine sulfoxide reductase A (Bos taurus). hit rate 0.75% among 360,000. inhibition, % at 15.5 µM. purified bovine MsrA, absorbance read-out; in the data active = inhibition above about 4.5%;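 also: 0% = vehicle wells with enzyme and 100% = reference inhibitor wells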
Rin1-Abl PPI inh: inhibitors of Rin1-Abl protein binding, primary screen, biochemical, TR-FRET; Tyrosine-protein kinase ABL1 (Homo sapiens) + Ras and Rab interactor 1 (Homo sapiens), …; inhibition, % at 7.35 µM; hit rate 0.4% among 360,000; in the data active = inhibition above about 5%, passing the limit was not always enough
Target sequence (P00519 whole entry, looked up): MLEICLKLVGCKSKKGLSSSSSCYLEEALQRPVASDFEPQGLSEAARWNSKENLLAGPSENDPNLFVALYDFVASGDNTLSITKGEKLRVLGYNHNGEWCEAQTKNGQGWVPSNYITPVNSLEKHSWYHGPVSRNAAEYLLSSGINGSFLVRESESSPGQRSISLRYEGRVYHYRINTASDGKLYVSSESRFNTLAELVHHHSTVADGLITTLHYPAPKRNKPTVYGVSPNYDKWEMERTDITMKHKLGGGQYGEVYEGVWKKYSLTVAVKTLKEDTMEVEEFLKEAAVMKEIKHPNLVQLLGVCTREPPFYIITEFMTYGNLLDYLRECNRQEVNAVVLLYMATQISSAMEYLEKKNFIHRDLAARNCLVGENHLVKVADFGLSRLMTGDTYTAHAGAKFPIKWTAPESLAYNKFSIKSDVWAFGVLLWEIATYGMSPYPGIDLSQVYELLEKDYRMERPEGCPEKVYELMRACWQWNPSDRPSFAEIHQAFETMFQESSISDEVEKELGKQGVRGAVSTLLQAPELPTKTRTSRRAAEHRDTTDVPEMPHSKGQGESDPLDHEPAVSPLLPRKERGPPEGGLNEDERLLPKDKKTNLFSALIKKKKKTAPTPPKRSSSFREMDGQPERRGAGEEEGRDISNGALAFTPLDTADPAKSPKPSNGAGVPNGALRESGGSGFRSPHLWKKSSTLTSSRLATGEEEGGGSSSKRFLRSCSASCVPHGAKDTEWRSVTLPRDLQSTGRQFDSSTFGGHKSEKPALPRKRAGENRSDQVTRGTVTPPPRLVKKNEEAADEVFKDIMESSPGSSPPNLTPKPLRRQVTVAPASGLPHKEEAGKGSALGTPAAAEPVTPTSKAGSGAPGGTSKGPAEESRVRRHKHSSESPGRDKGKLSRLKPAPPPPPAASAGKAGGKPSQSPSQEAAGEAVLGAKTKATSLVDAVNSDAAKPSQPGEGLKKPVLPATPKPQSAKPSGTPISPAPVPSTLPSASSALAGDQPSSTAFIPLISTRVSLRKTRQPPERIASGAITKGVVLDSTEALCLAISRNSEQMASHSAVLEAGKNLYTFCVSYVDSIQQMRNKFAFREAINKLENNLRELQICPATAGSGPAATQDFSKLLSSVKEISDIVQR
Target sequence (Q13671 whole entry, looked up): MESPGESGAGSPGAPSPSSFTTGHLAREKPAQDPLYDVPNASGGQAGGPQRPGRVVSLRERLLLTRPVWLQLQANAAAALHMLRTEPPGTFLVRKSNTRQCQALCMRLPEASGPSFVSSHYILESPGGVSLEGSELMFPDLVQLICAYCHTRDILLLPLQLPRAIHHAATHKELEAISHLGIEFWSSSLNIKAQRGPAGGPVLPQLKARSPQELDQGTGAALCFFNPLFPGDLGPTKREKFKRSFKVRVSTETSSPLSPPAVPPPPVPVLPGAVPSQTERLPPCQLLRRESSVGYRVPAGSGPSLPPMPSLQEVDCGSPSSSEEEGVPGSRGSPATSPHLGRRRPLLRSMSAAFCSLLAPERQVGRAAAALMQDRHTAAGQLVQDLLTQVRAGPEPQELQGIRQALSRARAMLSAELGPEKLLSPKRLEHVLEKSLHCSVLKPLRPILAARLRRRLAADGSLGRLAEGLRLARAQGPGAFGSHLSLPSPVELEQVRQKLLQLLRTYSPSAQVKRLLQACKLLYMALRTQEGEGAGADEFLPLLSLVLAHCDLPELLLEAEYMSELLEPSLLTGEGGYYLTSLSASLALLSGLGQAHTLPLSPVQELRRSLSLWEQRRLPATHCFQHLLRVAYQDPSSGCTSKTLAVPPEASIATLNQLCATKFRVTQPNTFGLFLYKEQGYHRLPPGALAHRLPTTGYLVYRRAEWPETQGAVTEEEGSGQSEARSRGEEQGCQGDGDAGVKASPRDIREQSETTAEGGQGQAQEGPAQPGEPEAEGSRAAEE
CSN inh: inhibitors of CSN-mediated cullin deneddylation, primary screen, biochemical, fluorescence polarization, uHTS; COP9 signalosome complex subunit 5 (Homo sapiens), Q92905; Purified CSN, SCF-Nedd8-OG deneddylation; inhibition, % at 12.5 µM; hit rate 0.38% among 360,000; AID 651999, 2013;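 active = pattern-corrected inhibition above about 35%, with an unprinted fluorescence ratio check between 0.5 and 1.5, limit read from the data, passing the limit was not always enough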;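 also: 0% = enzyme with substrate and 100% = substrate without enzyme; some results filed as inactive read as strong as hits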
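Assay system: Purified human Csn5 enzyme expressed in HEK293T cells | Amount: Enzyme 0.24 nM | Measured by: Fluorescence polarization readout | Medium: Tris/NaCl/DTT buffer, pH 7.5 | Compound dosing: One concentration, 12.5 µM, 0.25% DMSO | Times: 90 min incubation of compound, enzyme and substrate at room temperature | Control set: no-enzyme wells high, enzyme-with-substrate wells low | Read-out: % inhibition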
E coli Lon inh: inhibitors of E. coli Lon protease, primary screen, biochemical, fluorescence polarization; P0A9M0; purified E. coli Lon protease; inhibition, % at 7.94 µM; hit rate 0.42% among 360,000; AID 602123, 2011; in the data active = inhibition above about 13%, passing the limit was not always enough;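 also: 0% = enzyme with probe and DMSO and 100% = no enzyme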
FAS-TE inh: FAS thioesterase domain inhibitors, primary screen, biochemical, fluorescence intensity, uHTS | Fatty acid synthase (Homo sapiens), P49327 | recombinant FAS-TE, OMFH fluorogenic substrate, fluorescence endpoint | inhibition, % at 15 µM | hit rate 0.67% among 360,000;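 active = compounds whose normalised, plate-corrected inhibition of enzyme fluorescence in the single-dose primary screen is 50% or more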;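 also: 0% = DMSO with enzyme and 100% = substrate without enzyme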
PABP1 MLLE inh: inhibitors of PABP1 MLLE–PAM2 peptide binding, primary screen, biochemical, fluorescence polarization, FITC-PAM2, GST-MLLE; inhibition, % at 20 µM; hit rate 0.36% among 360,000; AID 588489, 2011; in the data active = inhibition above about 35%, passing the limit was not always enough;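 also: plate controls were DMSO wells with GST-MLLE for no effect and wells lacking GST-MLLE protein for full effect; some results filed as inactive read as strong as hits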
Active calls of the source: *; i = inactive; / = no result given.

SMILES	Rpn11 block	MT1-MMP act inh	bovine MsrA act	MsrA inh	Rin1-Abl PPI inh	CSN inh	E coli Lon inh	FAS-TE inh	PABP1 MLLE inh
CC(C)CCNC(=O)C12CN(Cc3ccccc3)CC1C(c1ccc([N+](=O)[O-])cc1)=NO2 (stereo not given)	i	-7	-2	1.0	2	-2	-2	20	21
CN1CCN(S(=O)(=O)c2ccc3c(c2)NC(=O)C2CCCN32)CC1 (stereo not given)	i	0	0	0.5	-3	-3	10	-10	-10
CCN(CC)CCNC(=O)Cc1nn(Cc2ccccc2)c(=O)c2ccccc12	i	-2	1	0.2	2	-11	-2	-1	6
COc1ccc(NC(=S)N2CCc3ccccc3C2)cc1OC	i	2	0	-0.1	1	1	11	2	-97
CC(C)C(=O)Nc1cccc(C(=O)Nc2nccs2)c1	i	6	-12	-0.3	3	-5	2	-17	4
Cc1ccc(S(=O)(=O)Nc2ccc(S(=O)(=O)N3CCOCC3)cc2)cc1[N+](=O)[O-]	i	2	-3	-0.8	3	5	1	-3	2
COc1ccccc1N(C(=O)CNC(=O)c1ccco1)C(C(=O)NCC1CCCO1)c1ccccc1 (stereo not given)	i	-3	-1	0.4	1	-5	4	-8	1
O=C(COC(=O)c1cccc(S(=O)(=O)N2CCN(c3ccccc3)CC2)c1)NCC1CCCO1 (stereo not given)	i	3	-1	1.5	-1	1	4	2	9
CCCn1c(N)c(C(=O)CSc2nc3ccccc3c(=O)n2Cc2ccccc2)c(=O)[nH]c1=O	i	-5	-2	0.1	-4	29	0	4	-74
COc1ccc(Oc2ccc(C(F)(F)F)cc2NC(=O)c2ccc(F)cc2)cc1	i	0	-3	1.5	1	1	-2	33	4
Cc1nc(NS(=O)(=O)c2ccccc2)sc1NC(=O)OCCN(C)C	i	-45	-7	0.3	-2	-7	-5	-5	65
COC(=O)C1=C(C)OC(N)=C(C#N)C1c1ccco1 (stereo not given)	i	-7	-3	2.1	-2	0	-16	-2	7
CCOC(=O)c1oc2nc(C)c3c(c2c1N)CC(C)(C)OC3	i	2	-3	-0.1	2	-3	7	-4	5
COc1cc(/C=C/C(=O)N2CCCN(C(=O)/C=C/c3cc(OC)c(OC)c(OC)c3)CC2)cc(OC)c1OC	i	5	-4	0.9	-2	0	4	-7	-10
CCN(CC)CCN(C(=O)Cn1nnc(-c2ccc(OC)c(OC)c2)n1)C(C(=O)NC1CCCC1)c1ccc(F)cc1 (stereo not given)	i	5	-9	-0.2	6	1	1	4	-8
COc1ccc(C2=Nn3c(nnc3-c3cccnc3)SC2)cc1	i	10	-4	1.9	-11	1	8	-7	-16
CCCc1c(-c2ccccc2)ncn1Cc1ccccc1OC	/	3	-3	-0.4	/	-4	-10	11	/
COc1ccccc1-c1cc(-c2ccc(C)cc2)nc(SCc2nnc(-c3ccccc3)o2)c1C#N	i	-2	-4	-1.4	2	-6	-6	12	27
O=C(CCn1c(=O)oc2ccccc21)N(Cc1ccccc1)c1ccccn1	i	0	-2	1.0	2	1	-5	-5	12
CCn1c(SCC(=O)NC(C)c2ccccc2)nc2ccccc21 (stereo not given)	i	-4	-3	/	-1	2	-10	-3	-23
COC(=O)c1sccc1NC(=O)c1ccco1	i	1	1	0.7	-11	-4	-2	-4	8
COC(=O)c1cc(NC(=O)c2cccc(F)c2)cc(C(=O)OC)c1	i	-1	-11	1.0	1	-9	-8	14	14
COc1ccccc1CCNC(=O)C(=O)NCC1CCCN1S(=O)(=O)c1ccccc1 (stereo not given)	i	-2	-3	0.6	-1	2	18	4	12
COc1ccc(F)cc1C(=O)C1CCCN(C(=O)CSc2ccccn2)C1 (stereo not given)	i	1	-2	2.4	-1	-13	0	1	-5
Cn1c(N)c(C(=O)COC(=O)[C@H](Cc2ccccc2)N2C(=O)c3ccccc3C2=O)c(=O)n(C)c1=O	i	-4	4	-0.1	-1	-1	0	22	-4

(cont.)
SMILES	Rpn11 block	MT1-MMP act inh	bovine MsrA act	MsrA inh	Rin1-Abl PPI inh	CSN inh	E coli Lon inh	FAS-TE inh	PABP1 MLLE inh
Nc1sc(-c2ccccc2)cc1C(=O)N/N=C/c1ccc(Cl)cc1	i	4	-2	-0.3	0	1	1	26	-12
N/C(=N\O)c1ccncc1	i	4	0	-1.0	0	0	-1	1	-5
O=C(CN1CCN(Cc2ccc(F)cc2Cl)C1=O)NCCCN1CCOCC1	i	0	-3	-0.4	-1	-5	1	-3	-21
O=C(NC1CCCCCC1)C1CCC(CNS(=O)(=O)c2ccc(Br)s2)CC1 (stereo not given)	i	6	5	0.9	-1	1	3	-9	8
CCOc1ccc(C2=Nn3c(nnc3-c3ccccn3)SC2)cc1	i	4	-2	1.2	-2	1	-2	-4	-9
O=C(NC(=S)Nc1ccc(Br)cn1)c1cccs1	i	3	-1	-0.2	-1	1	-1	6	-4
O=C(COC(=O)CNS(=O)(=O)c1ccc(F)c(F)c1F)NC1CCCC1	i	1	-2	-1.8	-3	2	-3	-9	14
CC(C)N(C(=O)COC(=O)c1ccc(Cl)s1)c1ccccc1	i	-2	-5	-0.6	-1	-3	-7	18	-1
CCCCn1cc(C(C)(C)C)c(C#N)c1NC(C)=O	i	4	-2	2.4	-2	-3	5	-3	-12
COc1ccc(-c2noc(CN(C)CCC3CCCCO3)n2)cc1 (stereo not given)	i	-10	1	-0.7	0	-2	-1	0	-4
CCOc1ccc(OCCSc2nc(C)cc(=O)[nH]2)cc1	i	5	-5	-1.1	-4	-3	-8	-4	-4
CC(=O)Nc1ccc(C(=O)NNC(=O)CCCCC(=O)NNC(=O)c2ccc(NC(C)=O)cc2)cc1	i	0	-2	1.3	-2	2	-11	-9	-10
COc1cccc2c(N/N=C/c3ccco3)cc(C)nc12	i	3	-4	3.5	0	3	-2	-4	-6
O=C(NC(=S)Nc1ccc(Cl)cc1)c1ccccc1	i	3	-3	1.1	5	0	3	-3	13
CC(C)CC(COCc1ccc(F)cc1)N1CCN(C(=O)c2cccc(C(F)(F)F)c2)CCC1=O (stereo not given)	i	2	2	0.3	0	8	1	16	5
OC(c1cccc(Cl)c1)c1ncc(-c2ccc(C(F)(F)F)cc2)[nH]1 (stereo not given)	i	4	1	/	4	2	2	14	-8
CCC(=O)NNc1nc2c(C)cccc2s1	i	-4	-6	0.6	0	2	-2	-8	-24
C=C1CCN(Cc2ccccc2)S(=O)(=O)c2ccccc21	i	0	-4	0.7	2	-2	-9	12	3
COc1cccc(NC(=O)C(=O)N/N=C/c2cc(C)n(-c3ccc(Cl)c(Cl)c3)c2C)c1	i	-5	-10	1.3	-6	-3	-15	19	-8
C[C@]12CC[C@@H]3c4ccc(O)cc4CC[C@H]3[C@@H]1CC[C@@H]2OC(=O)CCC(=O)O	i	3	-6	-0.3	1	-1	2	-5	-6
COc1cccc(-c2noc(CCC(=O)NC3CCCC3)n2)c1	i	-1	-2	-0.8	-1	1	9	0	-7
COc1ccc(NC(=O)C2(C)Cc3c(-c4ccc(N(C)C)cc4)ccnc3O2)cc1OC (stereo not given)	i	-3	-9	1.8	-4	-3	-2	-2	6
COc1ccc(OC)c(-n2cnnn2)c1	i	1	-12	-0.2	-2	0	11	-7	2
CN(C(=O)c1ccc(-c2nn(C)c(=O)c3ccccc23)cc1)c1ccccc1	i	2	-2	2.0	-1	-3	6	-1	-6
COc1ccc(C(=O)N/N=C(\CCC(=O)O)c2ccc(C(C)(C)C)cc2)cc1OC	i	3	-3	1.5	0	-4	2	-4	-10

A draw from above in order of SMILES length, smallest number first:
SMILES	Rpn11 block	MT1-MMP act inh	bovine MsrA act	MsrA inh	Rin1-Abl PPI inh	CSN inh	E coli Lon inh	FAS-TE inh	PABP1 MLLE inh
C=C1CCN(Cc2ccccc2)S(=O)(=O)c2ccccc21	i	0	-4	0.7	2	-2	-9	12	3
CCOc1ccc(C2=Nn3c(nnc3-c3ccccn3)SC2)cc1	i	4	-2	1.2	-2	1	-2	-4	-9
COc1cccc(NC(=O)C(=O)N/N=C/c2cc(C)n(-c3ccc(Cl)c(Cl)c3)c2C)c1	i	-5	-10	1.3	-6	-3	-15	19	-8

(list continues)
SMILES	Rpn11 block	MT1-MMP act inh	bovine MsrA act	MsrA inh	Rin1-Abl PPI inh	CSN inh	E coli Lon inh	FAS-TE inh	PABP1 MLLE inh
Cc1cc(NC(=O)CCC(=O)N(c2cccc(F)c2)C(C(=O)NC2CCCC2)c2ccccc2)no1 (stereo not given)	i	-4	-3	-0.7	4	5	0	-1	-3
O=C(Nc1ccccc1N1CCCCC1)C1=COCCO1	i	-7	-5	1.0	1	0	-9	9	-7
Cc1ccc(NCC(=O)N/N=C/c2ccc(C(=O)O)cc2)cc1	i	6	-2	1.1	-1	0	5	-6	13
O=C(NCc1ccccc1)C1CCCN(S(=O)(=O)c2ccc(-n3cnnn3)cc2)C1 (stereo not given)	i	0	0	-0.8	1	-5	-2	2	4
CCOC(=O)C1C(=O)CC(=O)CC1CC(C)SCC (stereo not given)	i	-1	-1	1.1	3	1	6	-5	9
CCCCN(CCCC)CCCN1CC(=O)N2[C@@H](Cc3c([nH]c4ccccc34)C2(C)C)C1=O	i	1	2	0.5	0	0	-7	-5	-6
c1coc(CNCCCN2CCOCC2)c1	i	8	-1	0.2	3	5	-9	-7	-5
CCOc1ccc(NC(=O)Nc2ccc3c(c2)nnn3C)cc1	i	11	-13	-0.1	3	-3	-3	-3	-15
COCCn1nnnc1C(c1ccccc1)N1CCN(Cc2ccc3c(c2)OCO3)CC1 (stereo not given)	i	5	-4	-1.7	0	6	5	-4	2
Cc1nc2ccc(NC(=S)N3CCC(C)CC3)cc2nc1C	i	0	-2	1.4	-3	4	4	1	-62
O=C1CC(N(C(=O)c2ccco2)c2cccc(Cl)c2)C(=O)N1c1cccc(Cl)c1 (stereo not given)	i	5	-1	0.0	-3	6	1	20	7
COc1ccc(N=Nc2cc(C)ccc2O)cc1	i	17	-6	1.1	-1	-4	4	18	12
COC(=O)C1=C(N)Oc2cc(C)[nH]c(=O)c2C1c1cc(OC)c(OC)c(OC)c1 (stereo not given)	i	8	-1	-0.8	2	0	-1	-2	-5
O=C1CCCc2c1[nH]c1ccccc21	i	6	0	0.4	4	-1	-14	-6	-1
O=S(c1cc(Cl)cc(Cl)c1O)c1cc(Cl)cc(Cl)c1O	/	6	-5	0.5	/	-2	-1	22	/
Cc1nn(C)c(C)c1S(=O)(=O)N(CC(=O)Nc1ccc2c(c1)OCO2)c1ccc(C(C)C)cc1	i	-2	2	-0.1	1	3	16*	13	-3
CCCCSc1cc(=O)[nH]c(N)n1	i	-4	-16	-0.5	29*	2	9	-8	-14
O=C(CCCOc1ccc(Cl)cc1)NCC1CCCO1 (stereo not given)	i	-2	-11	-0.4	2	-2	-5	-10	-7
CCc1ccc(N(C(=O)c2csnn2)C(C(=O)NC2CCCCC2)c2cccnc2)cc1 (stereo not given)	i	1	-2	0.6	-1	-2	-6	3	4
